UDG counterscr: blocks uracil-DNA glycosylase in AID counter-screen | FRET deamination/UDG coupled assay, UDG read, 4 h | Potency, µM (doses to about 115 µM), for inactives: top-dose activity change, negative = inhibition, most hits filed as inhibitors | hit rate 0.14% among 91,000; also: nearly all actives have a fitted effect of over 65% in size
AID inhibitor: blocks human AID cytidine deaminase activity; Q9GZX7; AID deamination FRET fluorescence, UDG-coupled, 4 h; Potency, µM (doses to about 115 µM), for inactives: top-dose activity change, negative = inhibition, usual class: inhibitors; hit rate 0.32% among 91,000; AID 1347428; also: nearly all actives have a fitted effect of over 25% in size
Target sequence (Q9GZX7 whole entry, looked up): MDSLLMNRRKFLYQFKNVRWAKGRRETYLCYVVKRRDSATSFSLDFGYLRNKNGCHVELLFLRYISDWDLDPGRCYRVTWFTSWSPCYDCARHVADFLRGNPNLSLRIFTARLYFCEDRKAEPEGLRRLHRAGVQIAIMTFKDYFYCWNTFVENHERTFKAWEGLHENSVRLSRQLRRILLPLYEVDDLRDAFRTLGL
The depositor's hits bear a star; ? = inconclusive; [ ] = dose if it differs, or a comment. Calls follow the shape of the dose curve; as a rule, active = well fitted curve in the direction sought with a large enough effect; inconclusive = small, poorly fitted or top-dose-only effect, or another doubt; inactive = no such curve, though single readings can be large; an effect the other way counts as inactive or inconclusive. % is scaled to controls: 0 for no effect and ±100 for the full control effect; potency is read from the fitted curve at half-maximal effect. The list is partial; count on the stated rates, not on these rows.

CCCN(CC#N)CC(=O)NC(=O)NCc1ccccc1
- UDG counterscr = 0%
- AID inhibitor = 1%

Cc1ccsc1CNC(=O)c1cccnc1
- UDG counterscr = -4%
- AID inhibitor = -4%

COCCCNc1oc(-c2cccc(C)c2)nc1C#N
- UDG counterscr = -3%
- AID inhibitor = -4%

CCOC(=O)c1c(-c2ccccc2)csc1NC(=O)c1cc(-c2cccc(OC)c2)on1
- UDG counterscr = 3%
- AID inhibitor = 11%

CCn1c2ccccc2c2cc(CN3CCN(Cc4ccc(Br)cc4)CC3)ccc21
- UDG counterscr = -1%
- AID inhibitor = 6%

Cn1c(=O)c(=O)n(C)c2cc(N3CCOCC3)c(NS(=O)(=O)c3ccc(C(C)(C)C)cc3)cc21
- UDG counterscr = 1%
- AID inhibitor = -12%

COc1ccc(OC)c(C2C3=C(CC(C)(C)CC3=O)Nc3nc(-c4cccc(C)c4)nn32)c1 (configuration not stated)
- UDG counterscr = -5%
- AID inhibitor = -7%

CCCCOc1ccc(CN2C(=O)C(=O)c3cc(Br)cc(C)c32)cc1OC
- UDG counterscr = -5%
- AID inhibitor = 28%

CCCNC(=O)C1CCC(Cn2c(=O)c3sccc3n(CC(=O)N3CCCC3)c2=O)CC1 (configuration not stated)
- UDG counterscr = -4%
- AID inhibitor = 17%

O=C(NCC(F)(F)F)c1ccc(CN(C(=O)/C=C/c2ccccc2)C2CC2)cc1
- UDG counterscr = -1%
- AID inhibitor = -1%

COc1ccccc1CNc1nc2c(S(=O)(=O)c3ccccc3)nnn2c2ccc(Cl)cc12
- UDG counterscr = -10%
- AID inhibitor = -11%

C=C(C)COc1ccc(C(N)=O)cc1
- UDG counterscr = 9%
- AID inhibitor = 4%

COc1ccc(C2c3c(oc4ccccc4c3=O)C(=O)N2c2nc(C)c(C)s2)cc1 (configuration not stated)
- UDG counterscr = -6%[57.5 µM]
- AID inhibitor = -1%[57.5 µM]

COc1ccc(CN(C)Cc2cc(C)no2)cc1OC
- UDG counterscr = -8%
- AID inhibitor = -4%

Fc1cccc(Cl)c1CSc1nnc(-c2c[nH]c3ccccc23)n1C1CC1
- UDG counterscr = -5%
- AID inhibitor = -15%

In another format: 7 of the compounds above.
Below each compound – UDG counterscr | AID inhibitor
CCOC(=O)c1c(-c2ccccc2)csc1NC(=O)c1cc(-c2cccc(OC)c2)on1
→ 3% | 11%
CCn1c2ccccc2c2cc(CN3CCN(Cc4ccc(Br)cc4)CC3)ccc21
→ -1% | 6%
Cn1c(=O)c(=O)n(C)c2cc(N3CCOCC3)c(NS(=O)(=O)c3ccc(C(C)(C)C)cc3)cc21
→ 1% | -12%
COc1ccc(OC)c(C2C3=C(CC(C)(C)CC3=O)Nc3nc(-c4cccc(C)c4)nn32)c1 (configuration not stated)
→ -5% | -7%
CCCCOc1ccc(CN2C(=O)C(=O)c3cc(Br)cc(C)c32)cc1OC
→ -5% | 28%
CCCNC(=O)C1CCC(Cn2c(=O)c3sccc3n(CC(=O)N3CCCC3)c2=O)CC1 (configuration not stated)
→ -4% | 17%
O=C(NCC(F)(F)F)c1ccc(CN(C(=O)/C=C/c2ccccc2)C2CC2)cc1
→ -1% | -1%

More records follow:
Cc1ccc(C(=O)C(C)OC(=O)c2cnccn2)cc1 (configuration not stated)
- UDG counterscr = 1%
- AID inhibitor = 10%

CCOC(=O)c1ccccc1NC(=O)c1cccc(N2CCCCS2(=O)=O)c1
- UDG counterscr = 4%
- AID inhibitor = -1%

CCOc1ccc(NC(=O)c2nn(C)c3c2COc2ccccc2-3)cc1
- UDG counterscr = 1%[57.5 µM]
- AID inhibitor = 3%

Cc1ccc(C2=NN(CC(=O)NCCc3ccccc3)C(=O)CC2)cc1
- UDG counterscr = -2%
- AID inhibitor = 6%

O=C(O)c1ccccc1C(=O)/C=C/c1ccc(Cl)cc1
- UDG counterscr = 9%
- AID inhibitor = -3%

CS(=O)(=O)c1ccc(C(=O)COC(=O)COc2ccc3ccccc3c2)cc1
- UDG counterscr = -11%
- AID inhibitor = 31%[activator]

COc1cc2nc(-c3ccc(C)cc3)oc(=O)c2cc1OC
- UDG counterscr = 2%
- AID inhibitor = 2%

Clc1ccccc1CSc1nc(NCCc2ccccc2)c2ccccc2n1
- UDG counterscr = -1%[57.5 µM]
- AID inhibitor = -10%

O=C(Nc1cccc(C(F)(F)F)c1)N1CCC(CN2CCCCCC2)CC1
- UDG counterscr = -4%
- AID inhibitor = -6%

CCOc1ccccc1CNC(=O)c1ccc2c(c1)nc1n2CCCCC1
- UDG counterscr = -21%
- AID inhibitor = -18%

CC(=O)c1cccc(NC(=O)Cn2cnc3c2c(=O)n(C)c(=O)n3C)c1
- UDG counterscr = -4%
- AID inhibitor = -19%

CCN1CCN(C(=O)Cn2ncc3c4ccccc4n(Cc4ccccc4)c3c2=O)CC1
- UDG counterscr = -11%[57.5 µM]
- AID inhibitor = -15%

CN(C)/C=C\C(=O)C1CC1
- UDG counterscr = 4%
- AID inhibitor = -4%

CCOC(=O)C1=C(CS(=O)(=O)c2ccc(OC)c(Cl)c2)NC(=O)NC1c1cccc(OC)c1 (configuration not stated)
- UDG counterscr = 5%
- AID inhibitor = 4%

CCn1c(=O)c2sccc2n2c(CCC(=O)Nc3cc(C)cc(C)c3)nnc12
- UDG counterscr = 3%
- AID inhibitor = 14%

Single records, as listed above:
CCN1CCN(C(=O)Cn2ncc3c4ccccc4n(Cc4ccccc4)c3c2=O)CC1 is listed as UDG counterscr = -11%[57.5 µM]; AID inhibitor = -15%
CS(=O)(=O)c1ccc(C(=O)COC(=O)COc2ccc3ccccc3c2)cc1 is listed as UDG counterscr = -11%; AID inhibitor = 31%[activator]

Continuation.
CCOc1ccc(NC(=O)CSc2nc3ccsc3c(=O)n2CC)cc1
- UDG counterscr = 2%[57.5 µM]
- AID inhibitor = 3%

Cc1nc(C)c(C(=O)NCc2cccnc2)s1
- UDG counterscr = -4%
- AID inhibitor = 0%

CCc1nn(Cc2c(C)cc(C)cc2C)c(=O)c2cc3cc(C)ccc3n12
- UDG counterscr = 1%
- AID inhibitor = -4%

CCSc1ccc(-c2ccc(SCC)cc2)cc1
- UDG counterscr = 1%
- AID inhibitor = 3%

Cc1ccc(NC(=O)CN(C)C(=O)c2ccc(S(=O)(=O)Nc3ccc(Cl)cc3)cc2)cc1
- UDG counterscr = -5%
- AID inhibitor = 2%

CC(=O)N1CCc2cc(S(=O)(=O)NC(Cc3ccccc3)C(=O)Nc3cccc(C)c3)ccc21 (configuration not stated)
- UDG counterscr = -22%
- AID inhibitor = ?

CC(C(=O)O)c1cccc(C(=O)c2ccccc2)c1 (configuration not stated)
- UDG counterscr = 6%
- AID inhibitor = 9%

Cc1[nH]c2ccc(C(=O)OCC(=O)N3CCCC3=O)cc2c1C
- UDG counterscr = 3%
- AID inhibitor = -1%

N#Cc1ccc(NCCNc2ncccn2)nc1
- UDG counterscr = 8%
- AID inhibitor = 10%

CCCCCSc1nc2c(c(=O)[nH]c(=O)n2C)n1CC(O)COc1ccc(CC)cc1 (configuration not stated)
- UDG counterscr = -5%
- AID inhibitor = -11%

Cc1c(CCNC(=O)c2ccc(Br)o2)sc2nc(-c3ccc(Cl)cc3)nn12
- UDG counterscr = 2%
- AID inhibitor = -5%

Cc1ccc(N2CCN(C(C(=O)O)c3cn(C)c4ccc(C(=O)O)cc34)CC2)c(C)c1 (configuration not stated)
- UDG counterscr = 8%
- AID inhibitor = -3%

COc1ccccc1CCNC(=O)C(=O)NCC(c1ccco1)S(=O)(=O)c1ccc(C)cc1 (configuration not stated)
- UDG counterscr = 27%
- AID inhibitor = -9%

COc1ccc(CCNC(=O)c2cc(Nc3cc(C)cc(C)c3)nc3ccccc23)cc1OC
- UDG counterscr = -20%
- AID inhibitor = ?

FC(F)(F)c1ccc(CSc2c[nH]c3ccccc23)cc1
- UDG counterscr = -12%
- AID inhibitor = 1%

Grouped by structure: the compounds so far with an aryl thioether with sulfur outside any ring
Fc1cccc(Cl)c1CSc1nnc(-c2c[nH]c3ccccc23)n1C1CC1
- UDG counterscr = -5%
- AID inhibitor = -15%

Clc1ccccc1CSc1nc(NCCc2ccccc2)c2ccccc2n1
- UDG counterscr = -1%[57.5 µM]
- AID inhibitor = -10%

CCOc1ccc(NC(=O)CSc2nc3ccsc3c(=O)n2CC)cc1
- UDG counterscr = 2%[57.5 µM]
- AID inhibitor = 3%

CCSc1ccc(-c2ccc(SCC)cc2)cc1
- UDG counterscr = 1%
- AID inhibitor = 3%

CCCCCSc1nc2c(c(=O)[nH]c(=O)n2C)n1CC(O)COc1ccc(CC)cc1 (configuration not stated)
- UDG counterscr = -5%
- AID inhibitor = -11%

FC(F)(F)c1ccc(CSc2c[nH]c3ccccc23)cc1
- UDG counterscr = -12%
- AID inhibitor = 1%

Further entries:
| molecule | UDG counterscr | AID inhibitor |
| --- | --- | --- |
| CCc1cccc(NC(=O)c2ccc3c(c2)c(C)c(C)n3Cc2ccc(F)cc2)c1 | 42%[activator] | ? |
| COc1cccc(Nc2nc(-c3ccc(CN(C)C(C)=O)cc3)cs2)c1 | 2% | -6% |
| CC(=O)c1ccc(NC(=O)Cn2nc(-n3nc(C)cc3C)ccc2=O)cc1 | -3% | 1% |
| COc1ccc(Cl)cc1NC(=O)CSc1nnc2[nH]c(=O)cc(-c3ccccc3)n12 | 14% | -4% |
| CCCOC(=O)c1[nH]c(C)c(C(=O)OC)c1C | 2% | 2% |
| CC(=O)N1CCCc2cc(S(=O)(=O)NCc3ccc(OC(C)C)cc3)ccc21 | 3% | -10% |
| COc1ccc(-n2ncc(C(=O)N3CCN(c4ncccn4)CC3)c2C2CCN(C(=O)OC(C)(C)C)CC2)cc1 | 0% | 4% |
| CCc1c(CN(C)Cc2ccccc2)csc1C | 3% | 1% |
| CCOc1ccc(S(=O)(=O)N2CCN(C(C(=O)O)c3c[nH]c4cc(F)ccc34)CC2)cc1 (configuration not stated) | -14% | -11% |
| CNC(=O)/C=C/c1ccccc1F | -6% | -7% |
| Cc1ccc(-n2ncc3c(NNC(=O)C4CCCCC4)ncnc32)cc1C | 5% | 5% |
| O=c1[nH]c(CSc2ccc(F)c(Cl)c2)nc2ccsc12 | -10% | 0% |
| COc1cccc(NC(=O)c2cn(C3CCCCC3)c(=O)c3c2c2ccccc2n3C)c1 | ? | -7% |
| O=C(NCC(c1cccs1)N1CCCCC1)c1cc(=O)c2cc(Br)ccc2o1 (configuration not stated) | -5% | -6% |
| CSc1nc(=O)c2c(n1C)NC(=O)CC2c1cc(F)cc(F)c1 (configuration not stated) | 7% | 4% |
| O=C(O)c1ccc(CNC(=O)c2ccccc2C(F)(F)F)cc1 | 5% | 6% |
| COC(=O)c1cnc(NC(=O)Cc2cccc3ccccc23)s1 | -6% | -8% |
| CCOC(=O)c1c(C)oc2nc(C)nc(Nc3ccc(CC)cc3)c12 | 1% | 9% |
| O=C(O)C/C(=C/c1ccc(Cl)cc1)c1nc2ccccc2s1 | -3% | -11% |
| CCNC(=O)NCC12CC3CC(CC(C3)C1)C2 | -2% | -3% |
| O=C(O)CCn1cc(C(C(=O)O)N2CCN(Cc3cccnc3)CC2)c2ccc(F)cc21 (configuration not stated) | 10% | 1% |
| COc1cc(OC)c(OC)cc1/C=C1\Oc2cc(OC(=O)C(C)(C)C)ccc2C1=O | -5% | 1% |
| COc1ccc(COc2ccc(C#N)cc2OC)cc1 | -1% | -6% |
| Cc1sc2c(c1C)c(=O)n(-c1ccccc1)c(=O)n2CC(=O)c1ccc(Cl)cc1 | ? | 5% |
| COc1cccc(COC(=O)c2nn(-c3ccccc3)nc2N)c1 | -3% | 9% |
| COc1cc(OC)c(NC(=O)CN(C)S(=O)(=O)c2ccc3c(c2)CCCC(=O)N3)cc1Cl | 6% | 12% |
| COc1cccc(C2c3c(oc4cc(C)cc(C)c4c3=O)C(=O)N2CCc2ccc(OC)c(OC)c2)c1 (configuration not stated) | 26% | 8% |
| CC1CN(C(=O)CCC(=O)NCc2cccc(Cl)c2)c2ccccc2S1 (configuration not stated) | -8% | -15% |
| CCOC(=O)Oc1ccc2c(=O)c(Oc3cccc(C)c3)c(C(F)(F)F)oc2c1 | -4% | -11% |
| CCC(=O)Nc1ccc(/C(C)=N/O)cc1 | 5% | 3% |
| COc1cccc(NC(=O)CCc2c(C)nc3nc(CNC(=O)c4cccc(F)c4)nn3c2C)c1 | -15%[57.5 µM] | -2% |
| Cc1ccc(N2CC(NC(=O)CCCc3ccccc3)CC2=O)cc1 (configuration not stated) | -10% | -15% |
| Cc1oc2c(c(C)cc3oc(=O)c(CC(=O)NCCc4ccc(Cl)cc4)c(C)c32)c1C | -1% | 0% |
| CCc1ccccc1Nc1nn2c(=O)c3ccc(C(=O)NCc4ccc(C)cc4)cc3nc2s1 | -7% | ? |
| O=C(O)C1C(c2ccccc2)C(C(=O)O)C1c1ccccc1 (configuration not stated) | -5% | 2% |
| COC(=O)c1ccc(NC(=O)CN2C(=O)c3cccc4cccc2c34)cc1 | -9%[57.5 µM] | -2%[57.5 µM] |
| COc1ccc2c(c1)c1c(c(=O)n(CCc3ccccc3)c(=O)n1Cc1ccc(Cl)cc1)n2C | -1% | 0% |
| CCN(C(=O)Cn1c(=O)n(CCC(=O)Nc2ccc(F)cc2)c(=O)c2sccc21)c1ccccc1 | 1% | 0% |
| CCOC(=O)C1=C(N)Oc2cc(O)ccc2C1c1cccc(Cl)c1 (configuration not stated) | 10% | 3% |
| CCc1ccc(NC(=O)Cn2c3ncccc3c(=O)n2-c2ccc(C)c(C)c2)cc1 | 4% | 3% |
| COC(=O)c1cc2oc(C)cc2n1Cc1cc(C)ccc1C | -3% | ? |
| CCN(C(=O)C1CCN(S(=O)(=O)c2ccc3c(c2)CCCN3C(C)=O)CC1)c1cccc(C)c1 | -2% | -27% |
| COc1ccc(NC(=O)Cn2c(=O)n(CCC(=O)NCCc3ccc(OC)c(OC)c3)c(=O)c3ccccc32)cc1Cl | 0% | -22% |
| CCCCc1c(C)c2ccc(OCC(C)=O)c(C)c2oc1=O | -4% | -1% |
| Clc1cc(Cl)c(N/N=C/c2ccccc2I)c(Cl)c1 | -5% | -6% |

Screens (PubChem BioAssay)
